Compound activity (PubChem BioAssay)
HT1080 IDH1KD tx = qHTS for induction of synthetic lethality in tumor cells producing 2HG: qHTS for the HT-1080-IDH1KD cell line | HT-1080 IDH1 knockdown viability, ATP luminescence, 48 h | AID 686971, 2013 | actives 2% (n = 360,000) | Potency, µM (series often up to 46.1 µM), inactives show at the highest dose activity, negative = toxicity, most hits filed as cytotoxic;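 note: potency is the fitted concentration of half-maximal effect; 0% = DMSO wells and -100% = cell-free medium wells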
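Cytotoxicity counter-line: IDH1KD HT-1080, 48 h, CellTiter-Glo. Curves classed by r2, magnitude and activity.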
KB-3-1 tox = qHTS assay for MDR1-selective chemotherapeutics: Primary screen using the parental adenocarcinoma cell KB-3-1. Potency, µM (top dose mostly 46.1 µM), for the others: at the highest dose activity change, negative = cytotoxic, usual class: cytotoxic. KB-3-1 viability, CellTiter-Glo ATP luminescence, 72 h. actives 1.4% (n = 400,000). AID 1347075, 2019; note: potency is the fitted concentration of half-maximal effect; % is set by controls: 0 for no effect and ±100 for the full control effect; nearly all actives have a fitted effect of over 60% in size
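KB-3-1 cells, DMEM (no phenol red) + 10% FBS; compound by pin transfer, 72 h, 37 °C. Readout: CellTiter-Glo luminescence after 10 min. Data normalized, curve-fitted.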
KB-V1 cytotox = qHTS assay for MDR1-selective chemotherapeutics: Primary screen using the drug-selected MDR subline cells KB-V1. KB-V1 MDR cells viability, CellTiter-Glo, 72 h. Potency, µM (top dose mostly 46.1 µM), for inactives: top-dose activity change, negative = cytotoxicity, hits mostly cytotoxic. actives 3.4% (n = 400,000); note: potency is the fitted concentration of half-maximal effect; % is set by controls: 0 for no effect and ±100 for the full control effect; nearly all actives have a fitted effect of over 60% in size
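Luminescent ATP read-out (CellTiter-Glo, 10 min) measures survival of drug-selected KB-V1 MDR cells after 72 h, 37 degrees C compound exposure. Medium: phenol-red-free DMEM, 10% FBS. Values from fitted concentration-response curves.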
IL-1B inflam inh = qHTS for Inhibitors of Inflammasome Signaling: IL-1-beta AlphaLISA Primary Screen; actives 4.7% (n = 360,000); activity change, % at 57.5 µM; THP-1 LPS/ATP IL-1B secretion, AlphaLISA, 16 h; active compounds read low; in the data active = activity change below about -50%; inconclusive = mostly about -30% to -49%; note: % is set by controls: 0 for no effect and ±100 for the full control effect
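Secreted IL-1B measured by AlphaLISA bead assay after 16 h compound exposure of THP-1 cells; compounds (final up to 57.5 uM) added 1 h before LPS (250 ng/mL) and ATP (1.25 mM) stimulation; lower signal means less secretion.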
ATXN2 expr inh = Primary qHTS for Inhibitors of ATXN expression | Potency, µM (titrated, usually from 57 µM), for the others: top-dose activity change, negative = inhibition, usual class: inhibitors | HEK-293 ATXN2-luciferase reporter, luminescence, 24 h | actives 0.72% (n = 360,000); note: potency is the fitted concentration of half-maximal effect; % is set by controls: 0 for no effect and ±100 for the full control effect; nearly all actives have a fitted effect of over 55% in size
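qHTS (up to 57 uM final) was run with 24 h compound exposure of reporter cells at 37 °C. Each well was multiplexed: SteadyGlo luminescence measured ATXN2-luciferase expression after a fluorogenic Gly-Phe-AFC viability readout (25 uM final).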
ATXN viability = Viability Counterscreen for Primary qHTS for Inhibitors of ATXN expression. actives 0.49% (n = 400,000). S2 cells (HEK-293 line with an ATXN2-luciferase reporter) viability, CellTiter-Fluor protease fluorescence, 24 h. Potency, µM (titrated, usually from 56.7 µM), actives largely listed as cytotoxic; note: potency is the fitted concentration of half-maximal effect; nearly all actives have a fitted effect of over 40% in size
MCF10A rerep = A quantitative high throughput screen for small molecules that induce DNA re-replication in MCF 10a normal breast cells | MCF 10A DNA re-replication, Hoechst nuclear intensity, 48 h | Potency, µM (series often up to 46.1 µM), inactives show top-dose activity, positive = re-replication, usual class: activators | actives 2.9% (n = 350,000); note: potency is the fitted concentration of half-maximal effect; % of control where 0% means no effect; nearly all actives have a fitted effect of over 50% in size
HT1080NT lethal = qHTS for induction of synthetic lethality in tumor cells producing 2HG: qHTS for the HT-1080-NT fibrosarcoma cell line; HT-1080-NT fibrosarcoma viability, CellTiter-Glo ATP luminescence, 48 h; Potency, µM (doses to about 46.1 µM), inactives show top-dose activity, negative = less viability, actives largely listed as cytotoxic; actives 1.6% (n = 360,000); AID 686970, 2013;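 note: NT is the 2HG producing partner of a matched IDH1 knockdown line; potency is the fitted concentration of half-maximal effect; 0% = DMSO-treated cells and -100% = media-only wells without cells; nearly all actives have a fitted effect of over 55% in size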
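Compounds were tested in concentration-response format on HT-1080-NT cells for 48 hours at 37 degrees C. Cell viability came from CellTiter-Glo luminescence; curves were classified by r2, response magnitude and activity.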
SW480 rereplic = A quantitative high throughput screen for small molecules that induce DNA re-replication in SW480 colon adenocarcinoma cells | SW480 DNA re-replication, Hoechst DNA content imaging, 48 h | Potency, µM (highest dose often 46.1 µM), for the others: top-dose re-replication activation, usual class: activators | actives 1.8% (n = 340,000); note: potency is the fitted concentration of half-maximal effect; % of control where 0% means no effect; nearly all actives have a fitted effect of over 55% in size
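250 cells/well; 23 nL cpd via pin tool; 48 hr, 37 C, 5% CO2; Hoechst 40 min; imager read of total nuclear intensity, ex 405/em 500-530 nm.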
An asterisk follows results filed as active; i = inactive; ? = inconclusive; . = no result given; [ ] = dose if it differs, or a comment. Unless noted, calls come from the whole dose curve; as a rule, active = well fitted curve in the direction sought with a large enough effect; inconclusive = small, poorly fitted or top-dose-only effect, or another doubt; inactive = no such curve, though single readings can be large; an effect the other way counts as inactive or inconclusive. Compounds were not picked by outcome; overall some 11% were active at least once.

mol,HT1080 IDH1KD tx,KB-3-1 tox,KB-V1 cytotox,IL-1B inflam inh,ATXN2 expr inh,ATXN viability,MCF10A rerep,HT1080NT lethal,SW480 rereplic
O=C(Nc1ccon1)c1sc2ccccc2c1Cl,?,3.5%,-8.9%,22.8,42.1%[activator],i,-4.0%,1.9%,-8.9%
O=C(c1ccc2c(c1)N(Cc1ccc(Cl)cc1)C(=O)c1ccccc1S2(=O)=O)N1CCN(c2ccccn2)CC1,.,?,-5.7%,.,?,i,.,.,.
COc1ccccc1NS(=O)(=O)c1cccc(C(=O)N/N=C/c2ccc(OCC(=O)O)cc2)c1,2.5%,-3.7%,-20.9%,6.8,14.2%,i,0.0%,11.0%,-3.1%
CC(C)CN(C(=O)c1ccco1)c1nc2ccccc2s1,-17.8%,4.5%,-17.0%,24.1,56.6%[activator],i,0.2%,-9.3%,11.6%
COc1cccc(C2/C(=C(/O)c3ccccc3)C(=O)C(=O)N2Cc2ccco2)c1 (centres undefined),0.3%,-3.6%,-3.2%,15.5,-12.9%,i,-0.1%,14.9%,-116.3%[inhibitor]
O=C(Cc1cccc2ccccc12)Nc1ccccc1,-0.6%,-1.6%,-23.7%,-7.2,20.0%,i,7.7%,-5.4%,6.1%
CCOc1ccccc1-c1noc(CCCC(=O)NC2CCCCC2)n1,4.0%,18.2%,-24.4%,33.6,-6.1%,i,-1.1%,4.6%,-8.3%
O=S1(=O)CC(N2CCN(Cc3ccccc3F)CC2)CN1Cc1cn(Cc2ccc(F)cc2)nn1 (centres undefined),?,?,-14.3%,-15.9,-1.6%,i,.,-7.1%,.
CCOCCCNC(=O)c1c(N)n(-c2ccc(S(N)(=O)=O)cc2)c2nc3ccccc3nc12,10.7%,5.7%,1.2%,-12.6,-12.2%,i,?,8.7%,?
COc1cc(/C=C/C(=O)OCC(=O)NCC2CCCCC2)ccc1O,-1.5%,0.7%,?,0.0,-3.1%,i,22.5%,-3.6%,-7.4%
CN(Cc1ccccc1)S(=O)(=O)c1ccc2c(c1)NC(=O)CC(=O)N2,-1.2%,1.5%,?,26.9,-0.9%,?,-2.6%,1.8%,-6.8%
CCc1nc2c(OCCOc3ccccc3)cccn2c1N(C)C(=O)c1ccc(OC)cc1,-2.2%,-0.7%,-18.3%,0.0,-23.5%,i,.,0.2%,.
COc1ccc(Cn2c(C)nc3c(c2=O)c2nc4ccccc4nc2n3Cc2ccco2)cc1,?,?,?,0.0,?,?,18.4µM*,?,20.6µM*
Cc1nc(N2CCC(C)CC2)c2c(C)c(C(=O)Nc3ccc(C(F)(F)F)cc3)sc2n1,?,0.0%,?,-84.2*,-6.6%[11.3 µM],i,?,?,10.3%
C=CCn1c(O)c(C2=c3ccccc3=NC2=O)sc1=Nc1ccc(O)cc1,?,?,?,-50.5*,?,.,?,-4.0%,-9.8%
N#CCNC(=O)c1cccn1-c1ncc(C(F)(F)F)cc1Cl,12.5%,20.2%,?,16.6,-15.1%,i,-11.9%,7.6%,-4.7%
COC(=O)c1ccc(NC(=O)c2ccc(NC(=O)c3ccco3)cc2)cc1,12.1%,-1.4%,0.0%,92.2,?,?,2.2%,12.9%,20.1%
O=C(O)/C=C/C(=O)NCc1ccccn1,4.5%,15.5%,-8.9%,-4.0,-26.6%,?,-7.0%,0.0%,-1.5%
COc1cc(CC(=O)Oc2ccc3c(c2)OCO3)cc(OC)c1OC,0.7%,6.8%,2.0%,2.7,0.3%,i,14.0%,1.4%,-0.5%
CN(C)/C(CN1CCCCC1)=C1\N=C(c2ccccc2)OC1=O,-9.3%,-9.0%,7.2%,-1.6,1.6%,i,-6.6%,-3.4%[9.24 µM],12.4%
Cc1cc(C)cc(N(CCC#N)C(=O)CSc2n[nH]c(N)n2)c1,1.9%,12.6%,4.4%,8.4,-4.9%,i,7.9%,-2.5%,-4.4%
O=C1N(Cc2cccc(Cl)c2)C[C@@H]2C[C@@H](c3ccccn3)N3CCC[C@@]123,1.3%,-3.7%,11.2%,-7.7,.,?,12.9%,4.3%,-4.6%
COC(=O)C1CCN(C(=O)COC(=O)C2CCN(S(=O)(=O)c3ccc(C)c(C)c3)CC2)CC1,-2.0%,0.0%,20.2%,31.6,-2.0%,i,1.5%,5.9%,0.7%
CN1CCN(C(N)=NC(=O)c2ccccc2)CC1,3.3%,-0.8%,2.2%,12.9,0.1%,i,1.8%,11.2%,-2.0%
O=C(CCC1CCCCC1=O)c1ccccc1 (centres undefined),15.0%,5.6%,7.6%,-5.0,37.6%,i,1.4%,8.4%,2.1%
COC(=O)c1ccc(CSc2ccccc2C)o1,-10.1%,-14.0%,11.2%,23.9,10.0%,i,-2.3%,-6.9%[9.24 µM],0.3%
CCOC(=O)c1ccc2c(c1)N(Cc1cc(C)ccc1C)C(=O)c1ccccc1S2(=O)=O,.,0.0%,-10.8%,.,-7.3%,i,.,.,.
CSCCC(NC(=O)c1ccco1)C(=O)O (centres undefined),19.3%,5.8%,?,6.7,-19.6%,i,-1.7%,9.7%,-4.7%
COc1cccc(-c2cc(C(=O)NCc3ccccc3)no2)c1,.,16.4%,0.0%,.,2.2%,i,.,.,.
S=c1[nH]c2cc(Br)cnc2[nH]1,-20.0%,-0.4%,0.9%,10.5,-15.3%,i,6.0%,-3.2%,-9.4%
CCc1ccccc1NC(=O)C1C2C=CC(O2)C1C(=O)O (centres undefined),9.0%,13.4%,21.0%,12.3,26.9%,i,9.6%,?,0.7%
COCCN1C(=O)N[C@@H](c2cccc(C(F)(F)F)c2)[C@@H](C(=O)OC)[C@H]1C,-0.1%,11.0%,0.2%,1.6,6.5%,i,11.9%,0.0%,-5.1%

By substructure, the compounds so far with a thiophene ring, fused or not
mol,HT1080 IDH1KD tx,KB-3-1 tox,KB-V1 cytotox,IL-1B inflam inh,ATXN2 expr inh,ATXN viability,MCF10A rerep,HT1080NT lethal,SW480 rereplic
O=C(Nc1ccon1)c1sc2ccccc2c1Cl,?,3.5%,-8.9%,22.8,42.1%[activator],i,-4.0%,1.9%,-8.9%
Cc1nc(N2CCC(C)CC2)c2c(C)c(C(=O)Nc3ccc(C(F)(F)F)cc3)sc2n1,?,0.0%,?,-84.2*,-6.6%[11.3 µM],i,?,?,10.3%

The listing continues.
mol,HT1080 IDH1KD tx,KB-3-1 tox,KB-V1 cytotox,IL-1B inflam inh,ATXN2 expr inh,ATXN viability,MCF10A rerep,HT1080NT lethal,SW480 rereplic
CCn1ccc2c(OCC(=O)NCc3ccc(C)cc3)cccc2c1=O,.,-10.8%,?,.,-10.8%,i,.,.,.
COC(=O)C1=C(C)N(c2ccc(F)c(Cl)c2)C(=O)C1,1.6%,16.6%,0.0%,1.9,0.0%,?,?,13.2%,?
O=C(CN(C(=O)CSc1nc2ccccc2o1)c1ccccc1)NC1CCCCC1,13.2%,15.9%,-2.3%,-27.7,-7.0%,i,-8.3%,20.5%,-4.4%
NNC(=O)CNC(c1ccccc1)c1cc(Br)ccc1NC(=O)c1cccc(Cl)c1 (centres undefined),-12.5%,0.2%,10.9%,-19.8,-14.3%,i,?,-6.6%,?
CC(C)(O)CC[C@@H](O)[C@](C)(O)C1CC[C@@]2(O)C3=CC(=O)[C@]4(O)C[C@@H](O)[C@@H](O)C[C@]4(C)C3CC[C@]12C (some centres undefined),0.0%,0.0%,-9.8%,59.4,-5.5%,i,6.1%,19.6%,-12.0%
CCC1(C)Cc2c(sc3nn[nH]c(=O)c23)CO1 (centres undefined),-1.0%,-0.6%,10.0%,-9.4,-5.0%,i,1.7%,-4.5%[9.24 µM],2.0%
Cc1cc(S(=O)(=O)N2CCCC2)c(C)s1,-0.4%,0.4%,2.3%,67.5,14.6%,?,0.7%,-0.4%,0.5%
O=C1CCC([N+](=O)[O-])C(c2cccc([N+](=O)[O-])c2)N1 (centres undefined),-1.1%,24.3%,-0.1%,-0.6,-15.2%,i,-6.2%,8.3%,-1.7%
CCn1c(Cc2ccc(OC)cc2)nnc1SCC(=O)Nc1ccc(N2CCOCC2)cc1,10.7%,8.6%,-26.1%,13.2,-6.4%,i,-9.6%,14.5%,-8.0%
Cc1cc(-c2ccc(C)c(S(=O)(=O)NCCCN3CCN(c4ccccc4F)CC3)c2)on1,-27.1%,?,-13.5%,-12.1,.,?,8.2%,?,?
COC(=O)[C@@]12C[C@@H](CC(=O)NCCc3ccccc3OC)C(=O)N(Cc3ccco3)C1=CCC(C)(C)C2,?,-25.6%,14.6µM*,-13.3,.,.,.,?,.
COc1cc(C2c3cc4c(cc3OC(NNC(N)=O)C2C)OCO4)cc(OC)c1OC (centres undefined),?,0.517µM*,7.31µM*,-65.6*,-1.4%,i,0.731µM*,1.3µM*,1.3µM*
CC1(C)Cc2c(cnn2-c2cccc(F)c2)C(NC(=O)CSc2ccncc2)C1 (centres undefined),0.2%,-6.0%,?,i,3.5%,i,-19.5%,-0.9%,0.0%
CCOC(=O)c1c(NC(=O)COC(=O)Cc2ccccc2[N+](=O)[O-])sc(C(=O)N(C)C)c1C,-8.7%,19.7%,-0.2%,23.3,1.0%,i,2.2%,-11.5%,-18.8%
